# Source: PubChem
# D1 potentiator = potentiators of human D1 dopamine receptor; P21728; HEK293 TREx D1 cells, calcium flux, dopamine EC20 potentiation; potentiation, % at 10 µM; 360,000 tested, 0.036% active; in the data active = potentiation above about 30%; also: 0% is about no effect
# Target sequence (P21728 whole entry, looked up): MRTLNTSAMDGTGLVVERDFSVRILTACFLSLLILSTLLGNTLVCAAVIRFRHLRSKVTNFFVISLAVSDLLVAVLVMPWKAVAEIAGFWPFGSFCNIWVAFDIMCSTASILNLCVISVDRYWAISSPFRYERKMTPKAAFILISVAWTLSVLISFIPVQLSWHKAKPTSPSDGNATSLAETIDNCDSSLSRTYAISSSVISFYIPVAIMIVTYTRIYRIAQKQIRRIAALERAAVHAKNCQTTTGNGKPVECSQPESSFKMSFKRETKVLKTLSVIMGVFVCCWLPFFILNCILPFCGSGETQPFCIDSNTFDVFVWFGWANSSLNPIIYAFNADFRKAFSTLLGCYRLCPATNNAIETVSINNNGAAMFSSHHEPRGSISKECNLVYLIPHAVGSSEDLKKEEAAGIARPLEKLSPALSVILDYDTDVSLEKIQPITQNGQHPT
# Glioma ERSR ind = ER stress response induction in glioma. U87-MG GRP78 promoter luciferase reporter, 16 h. Potency, µM, inactives show at the highest dose activation, most hits filed as activators. 420,000 tested, 0.02% active; also: potency is read from the fitted curve at half-maximal effect; series mostly up to about 76 µM; % of control where 0% means no effect; nearly all actives have a fitted effect of over 35% in size
#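 Stably transfected U87-MG human glioma cells carrying a GRP78-based luminescent sensor were seeded at 1000 cells/well, pin-dosed with compounds and incubated 16 h. Luciferase reagent was then added, and end-point luminescence was read after 10 min at room temperature.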
# D1 ag = human D1 receptor agonism | P21728 | HEK293 T-REx D1 cells, calcium flux, agonist mode | activation, % at 2 µM | 360,000 tested, 1% active | AID 504660; in the data active = activation above about 30%; also: 0% is about no effect
#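 Inducible HEK293 T-REx D1 cells, force-coupled to calcium signalling, were plated at 4000 cells/well with tetracycline and held overnight at 30 C. After no-wash calcium dye loading, compound-evoked calcium rise over 180 s flagged agonists.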
# Vif-APOBEC3F blk = blocks the Vif interaction with APOBEC3F | HeLa A3F-eYFP + Vif (tagged APOBEC3F with the HIV-1 protein that degrades it), YFP fluorescence increase | Potency, µM (doses to about 46.1 µM), inactives show at the top dose activity, negative = active | 390,000 tested, 0.2% active | AID 602313; also: potency is read from the fitted curve at half-maximal effect; % of control where 0% means no effect; nearly all actives have a fitted effect of over 65% in size
#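 HeLa cells stably expressing A3F-eYFP plus Vif, plated and incubated overnight at 37 deg C, then exposed to compounds overnight at 37 deg C. Blocked degradation read as raised yellow fluorescence (Ex 488/Em 500-530).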
# D2 PAM = positively modulates the human D2 dopamine receptor allosterically. potentiation, % at 10 µM. HEK293 T-REx D2, calcium flux, EC20 dopamine potentiation. AID 485347. P14416. 340,000 tested, 0.34% active;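 active = potentiation over 3 SD above the plate norm, cut at about 30% in these data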; also: 0% is about no effect
# Target sequence (P14416 whole entry, looked up): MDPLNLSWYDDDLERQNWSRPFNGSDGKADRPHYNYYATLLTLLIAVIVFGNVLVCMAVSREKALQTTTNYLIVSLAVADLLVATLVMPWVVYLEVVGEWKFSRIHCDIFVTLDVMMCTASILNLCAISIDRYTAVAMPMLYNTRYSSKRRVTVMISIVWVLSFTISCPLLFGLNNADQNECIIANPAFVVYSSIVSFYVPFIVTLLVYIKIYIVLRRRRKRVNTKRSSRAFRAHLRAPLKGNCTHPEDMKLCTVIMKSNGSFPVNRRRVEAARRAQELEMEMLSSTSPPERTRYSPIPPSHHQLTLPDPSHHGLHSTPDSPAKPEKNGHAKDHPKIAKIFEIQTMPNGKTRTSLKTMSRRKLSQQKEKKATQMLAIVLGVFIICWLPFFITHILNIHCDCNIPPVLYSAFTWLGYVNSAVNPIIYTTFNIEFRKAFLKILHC
#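 Tetracycline-induced HEK293 T-REx cells force-coupled to calcium signalling expressed D2; compounds were pin-added after a 10 s baseline, read kinetically 180 s, then an EC20 dopamine challenge followed with a further 180 s calcium read.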
# D1 antag = human D1 dopamine receptor antagonism; activity change, negative = inhibition, % at 10 µM; HEK293 TREx D1 cells, calcium flux, dopamine EC80; stronger effect = lower value; P21728; AID 504652; 360,000 tested, 3.2% active; in the data active = activity change below about -30%; also: % is scaled to controls: 0 for no effect and ±100 for the full control effect
#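 Antagonism measured as reduced calcium response to an EC80 dopamine addition following 180 s compound pre-read; cells were inducible HEK293 Trex D1 plated overnight at 30 C, read kinetically at 1 cycle/sec.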
# RXFP1 ag = RXFP1 (human) receptor agonism. Q9HBX9. HEK293T-RXFP1 cAMP TR-FRET, 30 min; response scale: percent of porcine relaxin response, buffer zero. Potency, µM (highest dose often 57.5 µM), for inactives: at the top dose activation, usual class: activators. 370,000 tested, 0.3% active. AID 2676; also: potency is read from the fitted curve at half-maximal effect; % is scaled to controls: 0 for no effect and ±100 for the full control effect; nearly all actives have a fitted effect of over 60% in size; many of its hits are not listed in these tables
#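 Agonist response is measured as cAMP accumulation in an RXFP1-transfected HEK293T line under PDE4 inhibition. Values are scaled between buffer-only and 29 nM porcine relaxin, and EC50s come from standard Hill equation fits.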
# Vif-A3G inh = inhibitors of Vif-APOBEC3G interaction | Potency, µM (titrated, usually from 46.1 µM), for the others: top-dose activity, negative = active, actives largely listed as inhibitors | HeLa A3G-eYFP + Vif (tagged APOBEC3G with the HIV-1 protein that degrades it), YFP fluorescence, overnight | 410,000 tested, 0.076% active;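 also: potency is read from the fitted curve at half-maximal effect; % is scaled to controls: 0 for no effect and ±100 for the full control effect; nearly all actives have a fitted effect of over 60% in size; hits raise eYFP signal because A3G escapes Vif-driven loss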
#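 HeLa cells stably expressing Vif and C-terminally eYFP-tagged A3G, seeded overnight at 37 deg C, then exposed to compound by pintool overnight at 37 deg C. Rise in yellow fluorescence (Ex 488/Em 500-530, Acumen) marks blocked Vif-driven A3G degradation.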
# LDHA inh = blocks human lactate dehydrogenase A; 480,000 tested, 0.15% active; activity change, % (values are at about 110 or 230 µM); purified LDHA, NADH/diaphorase-resazurin fluorescence; stronger effect = lower value; in the data active = activity change below about -30%; inconclusive = mostly about -25% to -30%;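 also: plate controls were DMSO wells for no effect and wells without enzyme for full effect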
#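 Enzyme activity of human lactate dehydrogenase 5 (2 nM; 0.06 mM NADH, 0.2 mM pyruvate, 5 min, RT) is measured via a resazurin/diaphorase fluorescence readout of residual NADH.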
# Active calls of the source: *; ? = inconclusive; . = not tested or not shown; & = joins results of further samples. Unless noted, calls follow the shape of the dose curve; as a rule, active = well fitted curve in the direction sought with a large enough effect; inconclusive = small, poorly fitted or top-dose-only effect, or another doubt; inactive = no such curve, though single readings can be large; an effect the other way counts as inactive or inconclusive.
no.	SMILES	D1 potentiator	Glioma ERSR ind	D1 ag	Vif-APOBEC3F blk	D2 PAM	D1 antag	RXFP1 ag	Vif-A3G inh	LDHA inh
1	COc1ccc(OCc2cc(C(=O)NCCN3CCCc4ccccc43)no2)c(Cl)c1	-2	-1%	1	3%	-14	9	1.8%	-16%	5
2	CCOc1ccc(-c2nonc2NC(=O)c2ccccc2C)cc1	0	-4%	5	-1%	9	-15	-1.7%	-10%	3
3	Cc1cccc(Nc2ncnc3onc(-c4cccc(Cl)c4)c23)c1C	0	-4%	2	-1%	13	1	0.1%	-1%	-5
4	CC[C@]12c3[nH]c4ccc(OC)cc4c3CCN1C(=O)C(CC(=O)NC/C=C(\C)CCC=C(C)C)C[C@@H]2C(=O)N1CCN(C(=O)c2ccco2)CC1 (stereo partly drawn)	.	1%	.	-1%	.	.	.	-4%	-4
5	COCCNc1nc(NCc2ccccc2OC)c2cnn(C)c2n1	0	.	-1	.	-8	-6	1.2%	.	4
6	CC(C)(C)c1ccc2c(c1)OC(C(=O)N/N=C\c1ccncc1)CO2 (stereo not drawn)	-7	0%	20	5%	2	-22	2.7%	2%	1
7	COc1ccc(N(Cc2cccs2)C(=O)c2ccco2)cc1	-1	-4%	0	2%	-10	0	1.8%	-25%	2
8	CCn1c(SCC(=O)Nc2cc(C)on2)nnc1-c1ccc(S(=O)(=O)N2CCCC2)cc1	-4	-6%	2	-7%	1	-5	0.9%	1%	0
9	CC(C)NC(=O)/C(C#N)=C/c1ccc(N(C)C)o1	-9	-2%	28	?	-21	-20	-3.9%	?	2
10	O=C1N(Cc2cccc(Cl)c2)C[C@@H]2C[C@@H](c3ccco3)N3CCC[C@@]123	-1	0%	0	?	7	-1	-1.9%	-13%	2
11	COc1ccccc1NC(=O)Nc1ccc(S(=O)(=O)Nc2onc(C)c2C)cc1	-2	-2%	2	-6%	3	-6	3.7%	4%	-13
12	O=c1c(Cl)c(N2CCOCC2)cnn1-c1nc2ccccc2[nH]1	-2	-9%	-2	-2%	5	4	4.6%	-2%	-2
13	CN1C(CCl)Nc2cc(Cl)c(S(N)(=O)=O)cc2S1(=O)=O (stereo not drawn)	.	-3%&-6%	.	1%	.	.	.	-3%	-13
14	Cc1ccc(C(=O)CNc2ccc(F)cc2)cc1	-2	9%	2	-6%	1	5	0.0%	-1%	-6
15	COC(=O)C1CCN(C(=O)COC(=O)c2oc3ccc(OC)cc3c2C)CC1	1	-1%	3	1%	2	-2	2.9%	-3%	-2
16	COc1ccc2[nH]c(C)c(CCNc3ccc(C(F)(F)F)cc3[N+](=O)[O-])c2c1	7	-3%	-1	-16%	9	-17	1.2%	-9%	1
17	CCn1c(COc2cccc3cccnc23)nnc1SC(F)F	-6	0%	4	3%	-4	-17	-0.5%	-1%	-6
18	N#CC1(NC(=O)CN2C(=O)c3ccc([N+](=O)[O-])cc3C2=O)CCCCC1	-2	-1%	2	-9%	-5	2	0.5%	0%	-3
19	O=C(Nc1ccc(Cl)cn1)c1ccccc1F	-1	4%	1	-2%	-15	-20	3.1%	-26%	-5
20	Cc1ccc(NC(=O)CSCc2nc3c(nnn3Cc3ccc(F)cc3)c(=O)[nH]2)c(C)c1	0	-1%	2	17%	-7	-7	-1.5%	0%	-4
21	CC1(C)CC(NC(=O)c2ccccc2F)CC(C)(C)N1	-4	-2%	2	3%	-5	2	4.5%	0%	-2
22	CCN(CC)CCCNC(=O)c1c(C)oc2ncn(CC(C)C)c(=O)c12	0	-1%	1	-4%	3	-17	0.2%	-3%	-10
23	Clc1ccc(-c2nnc(-c3ccccc3)nc2N2CCSCC2)cc1	-3	4%	4	-10%	7	.	0.1%	-7%	-7
24	CNC(=O)c1csc(-c2cccs2)n1	-4	-1%	0	5%	-8	9	13%	2%	-8
25	Clc1ccc(-n2c(SCc3nc4ccccc4[nH]3)nnc2-c2ccncc2)cc1	1	1%	-1	2%	-11	-2	2.9%	-2%	-6

# Part of the list above, limited to Vif-APOBEC3F blk and LDHA inh.
item | smiles | Vif-APOBEC3F blk | LDHA inh
8 | CCn1c(SCC(=O)Nc2cc(C)on2)nnc1-c1ccc(S(=O)(=O)N2CCCC2)cc1 | -7% | 0
18 | N#CC1(NC(=O)CN2C(=O)c3ccc([N+](=O)[O-])cc3C2=O)CCCCC1 | -9% | -3
3 | Cc1cccc(Nc2ncnc3onc(-c4cccc(Cl)c4)c23)c1C | -1% | -5
16 | COc1ccc2[nH]c(C)c(CCNc3ccc(C(F)(F)F)cc3[N+](=O)[O-])c2c1 | -16% | 1
11 | COc1ccccc1NC(=O)Nc1ccc(S(=O)(=O)Nc2onc(C)c2C)cc1 | -6% | -13

# Returning to the listing; the four compounds before the break are reprinted first.
no.	SMILES	D1 potentiator	Glioma ERSR ind	D1 ag	Vif-APOBEC3F blk	D2 PAM	D1 antag	RXFP1 ag	Vif-A3G inh	LDHA inh
22	CCN(CC)CCCNC(=O)c1c(C)oc2ncn(CC(C)C)c(=O)c12	0	-1%	1	-4%	3	-17	0.2%	-3%	-10
23	Clc1ccc(-c2nnc(-c3ccccc3)nc2N2CCSCC2)cc1	-3	4%	4	-10%	7	.	0.1%	-7%	-7
24	CNC(=O)c1csc(-c2cccs2)n1	-4	-1%	0	5%	-8	9	13%	2%	-8
25	Clc1ccc(-n2c(SCc3nc4ccccc4[nH]3)nnc2-c2ccncc2)cc1	1	1%	-1	2%	-11	-2	2.9%	-2%	-6
26	Cc1nn(C)c2c1c(-c1ccccc1)cc(=O)n2Cc1ccc(Br)cc1F	-6	0%	3	-10%	0	-6	3.1%	-1%	-4
27	O=C(CSc1nnc(CNC(=O)c2ccccc2F)o1)NC1CCCC1	3	-1%	1	-9%	17	14	0.0%	1%	0
28	CCOCCCNCc1cc(Br)ccc1OCc1ccccc1	-7	-4%	20	-4%	-14	-5	1.0%	2%	-6
29	C=CCNC(=O)NC(=O)c1csc([N+](=O)[O-])c1	-1	-5%	1	2%	4	-24	0.0%	-5%	0
30	CCn1cc(C(=O)NC2CCCCC2C)c(=O)c2ccc(C)nc21 (stereo not drawn)	-3	0%	2	4%	12	-14	0.0%	0%	5
31	COc1ccc(C(=O)NC(=S)Nc2nc(C)c(C(=O)N(C)C)s2)cc1	0	-3%	1	-1%	4	.	0.2%	0%	-8
32	COc1cc(OC)c(C(=O)Oc2ccc3c(c2)OCO3)cc1OC	0	-2%	0	1%	13	20	0.7%	-5%	-5
33	CN1CCN(c2ccc(S(=O)(=O)N3CCCCC3)cc2[N+](=O)[O-])CC1	2	-2%	6	3%	-12	7	-0.5%	-3%	-2
34	Cn1ccsc1=NC(=O)c1ccc(OC(F)(F)F)cc1	0	3%	0	5%	-5	-5	8.9%	-6%	3
35	Cc1ccc(S(=O)(=O)NCCC(=O)NC(C)c2ccccc2)cc1 (stereo not drawn)	3	-3%	1	-4%	0	3	-2.3%	0%	-11
36	COc1ccccc1CCNC(=O)Cc1c(C)c2cc3c(C(C)(C)C)coc3c(C)c2oc1=O	-2	-2%	3	3%	9	10	-1.1%	4%	-6
37	CNCCCc1[nH]nc(N)c1C#N	5	3%	5	3%	3	-3	0.7%	0%	-6
38	Cc1cccc(NC(=O)CSc2nc(-c3cccs3)cc(C(F)(F)F)c2C#N)c1	1	-1%	12	3%	-7	4	?	-2%	-3
39	COc1ccc(N(C)S(=O)(=O)c2cccc(C(=O)N(C)Cc3ccc(C)o3)c2)cc1	-3	-9%	4	-4%	-3	-6	-1.3%	-2%	-9
40	Cc1cccc(NS(=O)(=O)c2ccc3c(c2)n(C)c(=O)n3C)c1C	-3	-2%	12	-7%	-6	-12	0.0%	-1%	1
41	COc1ccc(OC)c(-n2nnnc2SCC(=O)Nc2ccc3c(c2)OCCO3)c1	-2	-2%	6	-10%	-3	-19	15%	-1%	-10
42	O=C(C#Cc1ccccc1)Nc1cccc(F)c1	-5	?	6	-1%	-35	10	0.1%	?	2
43	CC[N+]1(CC)CC2=Cc3c(ccc4ccccc34)CC2C1 (stereo not drawn)	-4	-6%	2	2%	-10	-16	-0.6%	2%	0
44	Cn1c(=O)cc(OCC(=O)N2CCC(N3CCCCC3)CC2)c2ccccc21	.	-4%	3	4%	-3	9	1.2%	8%	-4
45	COc1ccc2nnc(-c3ccccc3)n2n1	0	0%	0	-1%	10	6	15%	2%	-9
46	O=C(NCc1ccco1)c1ccc(Cn2c(=S)[nH]c3ccccc3c2=O)cc1	-1	-2%	1	-9%	-5	-17	23%	-24%	-9
47	Cc1ccc(NS(=O)(=O)c2c(C)nc3sccn3c2=O)c(C)c1	-3	-1%	5	-5%	-1	4	4.3%	1%	-7
48	C=CCc1cc(Cl)ccc1OCCn1ccnc1	-8	-5%	6	-1%	-4	-14	-0.4%	2%	?
49	Clc1ccc(CSc2snnc2-c2ccccc2)cc1	-1	4%	12	-29%	2	3	0.4%	-5%	0
50	Cc1ccc(NC(=O)Nc2cc(C)on2)cc1	6	6%	13	7%	-28	-1	-0.8%	-1%	-11
51	COc1cccc(N2CCN(CC(=O)NC3=Nc4ccccc4N=C(C)C3c3ccccc3)CC2)c1 (stereo not drawn)	-7	-2%	2	0%	-6	-7	12%	4%	3
52	Cc1ccc(S(=O)(=O)NN=C2CC(C)(C)OC2(C)C)cc1	.	-4%	.	-9%	.	.	.	-3%	1
53	O=c1c2ccccc2nc(/C=C/c2cccnc2)n1CCc1ccccc1	3	-7%	1	-5%	2	5	0.0%	-15%	-2
54	CCCCNC(=O)c1cc2c(=O)n3cccc(C)c3nc2s1	-6&0	-2%	0&-2	-13%	-11&7	3&-8	8.8%&-0.4%	2%	-6&0

# These rows are one share of the data (hit frequency here may not be typical).
